# PolyA inh = polyadenylation inhibitors in yeast reporter cells, primary screen, luminescence, S. cerevisiae; AID 1875, 2009; hit rate 0.02% among 300,000; S. cerevisiae SKY197-pL101 polyadenylation reporter, beta-gal luminescence; efflux-impaired pdr1/pdr3 knockout yeast; score 100 = 6 SD above DMSO; calls only at 12 µM;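 active means lowest replicate activity score at least 50, where 100 means six control SD above control mean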;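 further: yeast exposed to compound for 9 h at 30 °C; higher score means more reporter readthrough which indicates perturbed polyadenylation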
# GSK3B inh = human GSK3beta kinase inhibitors, primary screen, biochemical, cell-free homogeneous, HTS; Glycogen synthase kinase-3 beta (Homo sapiens), P49841; GST-GSK3beta kinase, ADP-Glo luminescence, 60 min; active compounds read low; activity score (negative = inhibition), % at 10 µM; hit rate 0.038% among 300,000; AID 2097, 2009;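 active means more than half of replicate wells score below -50%, meaning over 50% inhibition versus plate controls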;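 further: 0% = median DMSO wells and -100% = median GW8510 positive control wells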
#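 Test system: GST-fused GSK3beta enzyme, cell-free | Quantity: 1.6 ng GST-GSK3beta enzyme per well | Reagent: 25 µM ATP with peptide substrate | Schedule: 60 min enzyme reaction, room temperature | Signal: Luminescent ADP-Glo measurement of ADP formed | Read-out basis: Score relative to plate controls | Control set: DMSO and 20 µM GW8510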
# DYRK1A inh = rat Dyrk1A kinase inhibitors, primary screen, biochemical, single point, plate reader | ADP-Glo luminescence, NFATc1 peptide | hit rate 0.43% among 310,000 | AID 504441, 2011 | inhibition, % at 12.5 µM | Dual specificity tyrosine-phosphorylation-regulated kinase 1A (Rattus norvegicus), Q63470; in the data active means inhibition above about 50%;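 further: plate controls were vehicle with enzyme for no effect and no enzyme for full effect; many of its hits are not listed in these tables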
# GSK3A inh = blockers of GSK3A enzyme activity – biochemical, luminescence, cell-free homogeneous, HTS, primary screen. Glycogen synthase kinase-3 alpha (Homo sapiens), P49840. GSK-3 alpha kinase, ADP-Glo luminescence, 60 min. inhibition, % at 10 µM. hit rate 0.1% among 320,000. AID 2650, 2010;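 in the data active means inhibition above about 50%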;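 further: GST-tagged GSK-3 alpha with peptide substrate and 25 µM ATP; 0% = DMSO neutral wells and 100% = GW8510 positive control wells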
# Target sequence (P49840 whole entry, looked up): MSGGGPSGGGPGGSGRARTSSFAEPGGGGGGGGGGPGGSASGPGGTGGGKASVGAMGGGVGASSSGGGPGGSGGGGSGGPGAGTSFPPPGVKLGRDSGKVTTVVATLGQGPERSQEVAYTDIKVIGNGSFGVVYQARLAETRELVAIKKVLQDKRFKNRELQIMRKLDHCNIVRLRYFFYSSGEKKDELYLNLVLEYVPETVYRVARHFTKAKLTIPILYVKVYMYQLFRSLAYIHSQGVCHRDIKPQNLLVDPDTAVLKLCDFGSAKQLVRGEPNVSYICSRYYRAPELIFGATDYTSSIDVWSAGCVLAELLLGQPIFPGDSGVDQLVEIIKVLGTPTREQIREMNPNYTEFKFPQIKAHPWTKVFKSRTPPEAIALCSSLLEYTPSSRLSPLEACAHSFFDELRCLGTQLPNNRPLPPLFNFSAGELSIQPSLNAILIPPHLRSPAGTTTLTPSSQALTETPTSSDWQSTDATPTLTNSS
# hERG rescue = hERG rescue from dofetilide block, primary screen, cell-based, CHO-hERG, FluxOR thallium flux, dofetilide IC70; Voltage-gated inwardly rectifying potassium channel KCNH2 (Homo sapiens), Q12809; dofetilide IC70 present; activation (rescue from dofetilide block), less the hit threshold, % at 10 µM; hit rate 0.51% among 310,000; AID 1511, 2009;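 active means activation above the mean of controls blocked by dofetilide plus 5 SD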;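 further: thallium influx through hERG after potassium depolarization seen as dye fluorescence rise; in these data hits start at about 4.7%; inactives centre near -7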
# KCNQ1 inh = inhibitors of human KCNQ1 channel, primary screen, cell-based, thallium flux, high-throughput | Potassium voltage-gated channel subfamily KQT member 1 (Homo sapiens), P51787 | CHO-K1 KCNQ1, FluxOR thallium flux fluorescence; active compounds read high | B-score at 10 µM | hit rate 1.3% among 310,000 | AID 2642, 2010;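 active means compounds whose thallium flux B-score, printed positive for inhibition, exceeds three library SD while starting fluorescence stays within three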;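 further: channel opened by potassium depolarization with thallium stimulus after 20 min compound exposure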
# RGS4 pot = RGS4 potentiators or activators, primary screen, cell-based, HEK293 M3R inducible RGS4, calcium flux | carbachol calcium flux Fluo4; active compounds read low | B-score at 10 µM | hit rate 0.92% among 310,000 | AID 463111, 2010;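 active means B-score of the integrated calcium signal more than 4 SD below the library mean, with starting fluorescence not abnormally high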;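 further: negative B-score means reduced calcium response which marks RGS4 activation or potentiation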
#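 Assay system: Inducible-RGS4 HEK293 cells carrying M3 receptor | Schedule: Compound preincubation 20 min at room temperature before agonist | Signal: Kinetic calcium fluorescence imaging with Fluo4-AM dye, 2 µM | Read-out basis: B score from integrated fluorescence ratio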
# KCNK3 inh = human KCNK3 channel inhibitors, primary screen, CHO cells, FluxOR thallium flux, B-score; Potassium channel subfamily K member 3 (Homo sapiens), O14649; FluxOR fluorescence; active compounds read low; B-score at 10 µM; hit rate 0.84% among 340,000; AID 602410, 2012;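 active means B-score under library mean minus 4 SD, starting fluorescence ratio at most library mean plus 5 SD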;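 further: more negative B-score means stronger inhibition of thallium flux through KCNK3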
# KCNK9 block = KCNK9 potassium channel inhibitors, primary screen, HEK293 cells, thallium flux. Potassium channel subfamily K member 9 (Homo sapiens), Q9NPC2. FluxOR thallium flux fluorescence; active compounds read low. B-score at 10 µM. hit rate 1.2% among 310,000. AID 488922, 2010;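 active means ratio B-score over 3 SD below the library mean, with starting fluorescence within 5 SD of its mean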;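 further: negative B-score means less thallium flux so channel inhibition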
# Target sequence (Q9NPC2 whole entry, looked up): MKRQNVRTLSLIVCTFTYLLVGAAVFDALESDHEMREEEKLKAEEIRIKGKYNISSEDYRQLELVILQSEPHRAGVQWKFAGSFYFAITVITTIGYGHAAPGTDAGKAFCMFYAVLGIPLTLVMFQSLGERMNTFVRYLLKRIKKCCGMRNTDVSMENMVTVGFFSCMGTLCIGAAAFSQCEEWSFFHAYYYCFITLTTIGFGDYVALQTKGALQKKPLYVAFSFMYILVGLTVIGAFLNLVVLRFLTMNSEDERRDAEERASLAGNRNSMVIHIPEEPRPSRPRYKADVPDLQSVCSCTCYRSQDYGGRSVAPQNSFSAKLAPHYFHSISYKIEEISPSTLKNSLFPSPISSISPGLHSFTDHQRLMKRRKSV
# HDAC3 inhib = HDAC3 deacetylase inhibitors, primary screen, biochemical, fluorescence, cell-free homogeneous; recombinant HDAC3, fluorogenic peptide/trypsin coupled; inhibition, % at 8.3 µM; hit rate 0.15% among 320,000; AID 2718, 2010; in the data active means inhibition above about 26%, passing the limit was not always enough
# KCNQ1 pot = potentiators or activators of KCNQ1 channel, primary screen, cell-based, thallium flux, high-throughput; Potassium voltage-gated channel subfamily KQT member 1 (Homo sapiens), P51787; CHO-K1 KCNQ1, thallium flux FluxOR fluorescence; active compounds read high; B-score at 10 µM; hit rate 0.35% among 310,000; AID 2648, 2010;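 active means fluorescence ratio B-score, a plate-corrected score, at least three library SD, with initial intensity B-score within 5 SD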
#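 Assay system: stable KCNQ1 CHO-K1 line; medium: assay buffer, equal DMSO in all wells; timing: 90 min dye loading and 20 min compound exposure, both at room temperature; technique: kinetic FluxOR thallium fluorescence, 10-s 1-Hz baseline, 110-s post-stimulus read; read-out basis: B score of baseline-normalized fluorescence ratio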
# * hit, by the source's call; i = inactive; x = not tested or not shown. A portion of the library. The share of hits here may be higher or lower than overall.
compound | PolyA inh | GSK3B inh | DYRK1A inh | GSK3A inh | hERG rescue | KCNQ1 inh | RGS4 pot | KCNK3 inh | KCNK9 block | HDAC3 inhib | KCNQ1 pot
Cc1nnc(NC(=O)C2CCCCC2)s1 | i | -4 | 5 | -3 | -8 | i | i | i | i | 4 | i
C#CCN(CC=C)C(=O)c1ccc(OC2CCN(S(=O)(=O)N(C)C)CC2)cc1 | i | 1 | -1 | 0 | -9 | i | i | i | i | 1 | i
Cc1ccc(-c2nn(-c3ccccc3)cc2C=C2C(=O)CC(C)(C)CC2=O)cc1 | i | 2 | -5 | x | -9 | i | i | i | i | 7 | i
NC12CC3CC(C1)CC(CO)(C3)O2 | i | -18 | -3 | -2 | -12 | i | i | i | i | 2 | i
CCCNS(=O)(=O)c1ccc(CCC(=O)Nc2ccc3c(c2)OCO3)cc1 | x | 0 | 3 | -1 | -10 | i | i | i | i | -8 | i
O=C(CNS(=O)(=O)c1ccccc1F)Nc1ccc(N2CCOCC2)cc1 | i | 4 | 4 | 0 | -6 | i | i | i | i | -2 | i
CNC(=O)c1cc2c(ccc3ccccc32)o1 | i | 2 | -51 | 0 | -9 | i | i | i | i | -14 | i
CC(C)(c1ccccc1)c1ccc(OCCN2CCCC2)cc1 | i | 1 | 0 | 0 | -1 | i | i | i | i | -9 | i
CCC(=O)c1ccc(OCC(=O)N(Cc2nnc(-c3ccccc3Cl)o2)C2CC2)cc1 | i | -4 | 4 | -1 | -17 | i | i | i | i | x | i
Cc1cccc(C(=O)O/N=C(\N)c2ccccn2)c1 | i | 4 | 15 | 10 | -3 | i | i | i | i | 1 | i
CC1CCCN(c2ccc(C(=O)OCn3nnc4ccccc4c3=O)cc2[N+](=O)[O-])C1 (centres undefined) | i | -1 | -2 | 1 | -11 | i | i | i | i | 0 | i
CCCc1nn(C)c(C(=O)Nc2ccc(C)c(C)c2)c1Cl | i | -1 | -4 | -2 | -11 | i | i | i | i | 1 | i
CC(C)Nc1ccc(-n2nc3ccccc3[n+]2[O-])cc1 | i | 4 | 7 | -2 | -3 | i | i | i | i | 2 | i
Cc1cccc(C)c1OC(=O)Cc1ccccc1[N+](=O)[O-] | i | -2 | 4 | -1 | -12 | i | i | i | i | -3 | i
Cc1ccc(Cn2cccc(NC(=O)NCc3ccccc3)c2=O)cc1 | i | -3 | -4 | 0 | -8 | i | i | i | i | -6 | i
CC1C(=O)Nc2ccc(S(=O)(=O)N3CCN(c4cccc(C(F)(F)F)c4)CC3)cc2NC1=O (centres undefined) | i | -6 | 4 | 4 | -5 | i | i | i | i | 16 | i
CCOc1ccc(S(=O)(=O)N2CCCCC2)cc1NC(=O)CSCc1c(C)noc1C | i | -2 | -5 | -1 | -13 | i | i | i | i | -4 | i
CCN1CCc2c(sc(NC(=S)NC(=O)c3ccco3)c2C(N)=O)C1 | i | -6 | x | 13 | -12 | i | i | i | i | 0 | i
COc1cc(C(=O)NCC(=O)OCC(=O)c2cccc3ccccc23)cc(OC)c1OC | i | 2 | 0 | -2 | -14 | i | i | i | i | -1 | i
O=C(c1noc2c1CCCC2)N1CCCCC1 | i | 2 | -1 | -1 | -2 | i | i | i | i | 3 | i
Cc1cccc(N2CCN(C(=O)c3ccncc3)CC2C)c1 (centres undefined) | i | -5 | -3 | -1 | 6.1* | i | i | i | i | -1 | i
Cc1onc(-c2ccccc2Cl)c1C(=O)Nc1ccccc1 | i | -1 | 10 | 0 | -5 | i | i | i | i | -2 | i
Cc1cc(NC(=O)CSc2nc3cc4c(cc3c(=O)n2CCc2ccccc2)OCO4)no1 | i | -1 | -6 | -3 | -16 | i | i | i | i | -7 | i
N#CCC(=O)N/N=C/c1ccc(N2N=C(c3ccccc3)CC2c2ccccc2)cc1 (centres undefined) | i | 3 | 0 | -3 | -1 | i | i | i | i | -4 | i
C=CCNC(=O)c1onc(CSc2cccc(C)c2)c1C(=O)O | i | 7 | 9 | -6 | -4 | i | i | i | i | -1 | i
O=[N+]([O-])c1ccccc1/C=C/CN1CCC(O)CC1 | i | -3 | -1 | -2 | -6 | i | i | i | i | 14 | i
CN(Cc1ccc2nonc2c1)Cc1nc(CC2CC2)no1 | i | 1 | 2 | -2 | -3 | i | i | i | i | -1 | i
Cn1c(SCC(=O)N2CCCc3ccccc32)nnc1-c1cccs1 | i | 2 | -5 | -1 | -9 | i | i | i | i | 2 | i
CC(C)CN1C(=O)N(c2ccc(Cl)cc2)C(C)(O)CC1(C)C (centres undefined) | i | -2 | -2 | 15 | -3 | i | i | i | i | 2 | i
COc1ccccc1CC(=O)NC(=O)c1ccccc1O | i | 5 | 2 | -2 | -7 | i | i | i | i | -28 | i
CCN(Cc1ccccc1)S(=O)(=O)c1ccc(S(=O)(=O)N(Cc2cccc(OC)c2)CC2CCCO2)cc1 (centres undefined) | i | x | 4 | 0 | -14 | i | i | i | i | 3 | i
Cc1ccc2c(CC(=O)N3CCc4ccccc43)coc2c1 | i | 1 | 0 | -1 | -4 | i | i | i | i | 7 | i
O=C(Nc1ccc(-c2nnc3n2CCCCC3)cc1)c1cc2ccccc2o1 | i | 0 | 27 | -2 | -26 | i | i | i | i | 1 | i
COc1ccc([N+](=O)[O-])cc1NC(=O)Cc1ccc(Cl)cc1 | i | 1 | 2 | -1 | -5 | i | i | i | i | 1 | i
CC1CC(C(F)F)n2nc(C(=O)O)cc2N1 (centres undefined) | i | -4 | 4 | 3 | -12 | i | i | i | i | 1 | i
CCn1cc([N+](=O)[O-])nc1C | i | -1 | 4 | -3 | -6 | i | i | i | i | 2 | i
COC(=O)C1=C(C)N=C2SCCC(=O)N2C1c1cccs1 (centres undefined) | i | 2 | 2 | 7 | -6 | i | i | i | i | 0 | i
O=C(CN1CCCCC1)n1c2ccccc2c2ccccc21 | i | 1 | 3 | -2 | -16 | i | i | i | i | 2 | i
CCOC(=O)COc1ccc2c(C)cc(=O)oc2c1C(=O)c1ccccc1 | i | 0 | 1 | -10 | -10 | i | i | i | i | 1 | i
O=C(Cn1nnc2ccccc2c1=O)N[C@@H](Cc1c[nH]c2ccccc12)C(=O)O | i | 2 | 8 | -2 | 1 | i | i | i | i | -2 | i
Cc1ccc(-n2c(C)n[nH]c2=S)cc1 | i | -1 | 5 | 1 | -4 | i | i | i | i | 3 | i
COc1cccc(CNC(=O)CN2C(=O)CSc3ccc(S(=O)(=O)N4CCOCC4)cc32)c1 | i | 2 | x | 0 | -11 | i | i | i | i | -3 | i
O=C1C(=O)N(CCO)C(c2cccc(F)c2)/C1=C(\O)c1ccc(Cl)cc1 (centres undefined) | i | 1 | 3 | 0 | -11 | i | i | i | i | 3 | i
Cc1ccc(NC(=O)COC(=O)c2ccc([N+](=O)[O-])o2)cc1S(=O)(=O)N1CCCCC1 | i | 0 | -3 | 0 | -9 | i | i | i | i | 3 | i
CCc1nc2scc(-c3ccccc3)c2c(=O)n1N | i | 3 | 7 | x | -11 | i | i | i | i | 0 | i
CC1=C(C(=O)Nc2ccccc2C(=O)NC2CCCCC2C)SCCO1 (centres undefined) | i | 2 | 5 | 2 | -3 | i | i | i | i | 6 | i
O=C(Cc1ccccc1)NCC(=O)N1CCCC1 | i | -3 | -5 | 1 | -6 | i | i | i | i | 3 | i
O=C(O)CC1SC(=O)N(Cc2ccccc2)C1=O (centres undefined) | i | -1 | -3 | 1 | -12 | i | i | i | i | -1 | i
O=C(c1cc2cc(F)ccc2[nH]1)N1CCCC(Nc2ccc(F)cc2)C1 (centres undefined) | i | -1 | 16 | 1 | -14 | i | i | i | i | 1 | i
O=C(CSc1nc2ccccc2c(=O)n1Cc1ccco1)c1ccccc1 | i | 1 | -3 | 1 | 1 | i | i | -11* | i | 5 | i
CCNc1nc(NCC)nc(OCC(=O)O)n1 | i | -2 | 10 | -2 | -4 | i | i | i | i | x | i
CNC(=O)c1csc(Cc2c(Cl)sc3ccc(Cl)cc23)n1 | i | -1 | 5 | 1 | -13 | i | i | i | i | 2 | i
Cc1c(NC(=O)C2CCCN2S(=O)(=O)c2cccc3nsnc23)cccc1C(=O)O (centres undefined) | i | -5 | 0 | 3 | -10 | i | i | i | i | 4 | i
CCCCC(=O)Nc1ccc(C(=O)N2CCN(C)CC2)cc1 | i | 1 | -8 | 0 | -12 | i | i | i | i | 1 | i
CC(=O)Oc1cccc(NC(=O)c2cccc(C(=O)Nc3cccc(OC(C)=O)c3)c2)c1 | i | 1 | 6 | -1 | -5 | i | i | i | i | 5 | i
COc1ccc(C(=O)N2CCN(C(=O)c3ccc(-c4ccccc4)cc3)CC2)cc1OC | i | -2 | 2 | -3 | -9 | i | i | i | i | 9 | i
COC(=O)c1ccccc1NC(=O)CSCC(=O)Nc1ccc(F)cc1 | i | 3 | 3 | -3 | -10 | i | i | i | i | -4 | i

# Quoted at random: four compounds from above
compound | PolyA inh | GSK3B inh | DYRK1A inh | GSK3A inh | hERG rescue | KCNQ1 inh | RGS4 pot | KCNK3 inh | KCNK9 block | HDAC3 inhib | KCNQ1 pot
O=C(c1cc2cc(F)ccc2[nH]1)N1CCCC(Nc2ccc(F)cc2)C1 (centres undefined) | i | -1 | 16 | 1 | -14 | i | i | i | i | 1 | i
O=C(O)CC1SC(=O)N(Cc2ccccc2)C1=O (centres undefined) | i | -1 | -3 | 1 | -12 | i | i | i | i | -1 | i
CC1=C(C(=O)Nc2ccccc2C(=O)NC2CCCCC2C)SCCO1 (centres undefined) | i | 2 | 5 | 2 | -3 | i | i | i | i | 6 | i
CNC(=O)c1csc(Cc2c(Cl)sc3ccc(Cl)cc23)n1 | i | -1 | 5 | 1 | -13 | i | i | i | i | 2 | i
